Screening results deposited in PubChem BioAssay by several laboratories.
SR-BI DiI-HDL act: SR-BI HDL lipid transfer activation. CHO ldlA[mSR-BI] cells, DiI-HDL uptake fluorescence, 3 h; 100 = double the neutral-control signal. activation, % at 12.5 µM. actives 0.096% (n = 320,000);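 active = mean replicate activation of at least 60% and every replicate at or above 60%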;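 also: 0% = median plate neutral-control signal and 100% = twice that signal; values of inactives mirror those of a sister screen read the other way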
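System: CHO ldlA[mSR-BI] cells / Medium: HEPES-buffered (25 mM, pH 7.4) F12 plus 0.5% BSA / Probe or stimulus: labelled HDL, 10 µg/mL / Doses: single compound concentration, delivered by pin transfer / Schedule: 3 h, 37 °C / Measured by: DiI fluorescence, bottom read / Measure: cell-associated DiI fluorescence as measure of HDL uptake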
MITF TRPM1 HTS: activators of MITF-driven TRPM1 promoter activity in SK-MEL-5 cells; SK-MEL-5 TRPM1-promoter luciferase, 24 h; % of positive control, neutral wells = 0; activation, % at 12.5 µM; actives 0.75% (n = 300,000);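 active = mean activation of at least 80% with every replicate also reaching 80%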;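 also: 0% = neutral control wells and 100% = parthenolide positive control wells; values of inactives mirror those of a sister screen read the other way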
phage Ecoli inh: E. coli growth loss with phage present. inhibition, % at 11.9 µM. AID 651602. actives 0.26% (n = 360,000). growth absorbance; in the data active = inhibition above about 11%
SR-BI DiI inh: blocks mouse SR-BI lipid uptake from DiI-HDL; ldlA[mSR-BI] CHO cells, DiI-HDL uptake fluorescence, 3 h; inhibition, % at 12.5 µM; actives 0.96% (n = 320,000); AID 488896;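 active = mean replicate inhibition of at least 70% and a set share of replicates each scoring 70 or more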;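 also: 0% = median of neutral control wells and 100% = median of positive control wells; values of inactives mirror those of a sister screen read the other way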
Target sequence (Q61009 whole entry, looked up): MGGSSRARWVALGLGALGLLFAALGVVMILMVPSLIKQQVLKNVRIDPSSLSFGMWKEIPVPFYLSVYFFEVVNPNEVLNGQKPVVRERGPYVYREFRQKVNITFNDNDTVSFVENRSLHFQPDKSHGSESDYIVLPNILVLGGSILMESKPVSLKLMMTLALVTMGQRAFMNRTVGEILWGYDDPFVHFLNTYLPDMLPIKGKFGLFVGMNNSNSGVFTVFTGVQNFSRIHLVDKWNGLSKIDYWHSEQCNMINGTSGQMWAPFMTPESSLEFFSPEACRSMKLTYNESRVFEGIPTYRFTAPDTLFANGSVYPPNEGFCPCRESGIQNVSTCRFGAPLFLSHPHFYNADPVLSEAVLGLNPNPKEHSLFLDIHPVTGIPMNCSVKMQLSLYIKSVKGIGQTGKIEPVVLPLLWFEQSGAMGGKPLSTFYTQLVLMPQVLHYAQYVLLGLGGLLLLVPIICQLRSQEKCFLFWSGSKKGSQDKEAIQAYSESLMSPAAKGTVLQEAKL
AddAB inh: less growth of phage-infected E. coli with AddAB | E. coli expressing H. pylori AddAB, absorbance growth | inhibition, % at 11.9 µM | actives 0.29% (n = 330,000) | AID 435030; in the data active = inhibition above about 12%;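 also: 0% = vehicle wells of infected cells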
E coli growth: reduces bacterial viability in AddAB counter-screen. actives 0.27% (n = 330,000). E. coli V3065 growth, OD600 absorbance, 18 h. inhibition, % at 11.9 µM;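 active = inhibition above the campaign's mean inhibition across all tested compounds plus 3 SD, cut at about 9.9% in these data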;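 also: uninfected addAB+ strain grown without phage in ampicillin broth; 0% = DMSO wells and 100% = ciprofloxacin 0.95 µg/ml wells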
CAL PDZ FP-1: blocks peptide binding to human CAL PDZ domain; Q9HD26; inhibition, % at 20 µM; purified CAL PDZ, TMR-peptide fluorescence polarization, 1 h; actives 0.02% (n = 330,000); AID 504414;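 active = highest replicate inhibition of at least 40%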;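 also: plate controls were DMSO neutral control wells for no effect and unlabeled competitor peptide control wells for full effect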
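Control set: unlabelled peptide and DMSO controls / Material: purified CerCALP PDZ construct / Timing: 1 h incubation at room temperature before polarization reading / Doses: 20 µM, one dose / Detection: fluorescence polarization (mP)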
CAL PDZ FP-2: CAL PDZ (human) peptide binding inhibition; actives 0.92% (n = 300,000); AID 602252; inhibition, % at 24.9 µM; Q9HD26; purified CAL PDZ, TMR-peptide fluorescence polarization, 1 h;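 active = mean inhibition of at least 30% with at least half of replicates also reaching 30%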;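 also: 0% = DMSO neutral control and 100% = excess unlabeled competitor peptide PRC23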
Wnt act: activates Wnt/beta-catenin signaling in a reporter cell assay; activator, plate reader; actives 1.2% (n = 300,000); AID 743398; activation, % at 9.35 µM; in the data active = activation above about 30%, passing the limit was not always enough;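 also: 0% = neutral control wells and 100% = positive control wells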
Tat transport: E. coli Tat transport inhibition; E. coli MC4100 TorA-mCherry Tat export, fluorescence; inhibition, % at 10 µM; actives 0.036% (n = 340,000); AID 488895;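 active = mean replicate inhibition at least 50% and at least half of replicates individually reaching 50%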;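 also: exported cargo escapes ClpAP degradation while cytoplasmic cargo is degraded and loses fluorescence; 0% = median of neutral control wells and 100% = median of NaSCN control wells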
Active calls of the source: *; . = no result given; & = joins results of further samples.

Start of the data: the first 5 entries as a preview:
SMILES | SR-BI DiI-HDL act | MITF TRPM1 HTS | phage Ecoli inh | SR-BI DiI inh | AddAB inh | E coli growth | CAL PDZ FP-1 | CAL PDZ FP-2 | Wnt act | Tat transport
O=C(NCCCO)c1c(O)c2cccc3c2n(c1=O)CCC3 | -3 | -16 | 0.2 | 3 | 0.5 | -0.1 | -2.1 | -2 | 3 | -8
CCN(C(=O)COC(=O)c1ccc[nH]c1=O)c1cccc2ccccc12 | 1 | 5 | 1.8 | -1 | -2.9 | -0.5 | -1.2 | 3 | -2 | 6
COc1ccc(-n2ncc(C(C)NS(=O)(=O)c3ccc(C(C)=O)cc3)c2C)cc1 (centres undefined) | -3 | 1 | -0.1 | 3 | -2.1 | -0.8 | -1.3 | -1 | 0 | -1
Nc1nonc1C(=O)NCCNC(=O)c1ccc(Cl)c(Cl)c1 | -4 | -8 | 0.3 | 4 | 1.5 | -1.4 | -1.7 | -2 | 6 | 0
COc1ccc(CCNc2nc(-c3ccco3)cc(C(F)(F)F)n2)cc1OC | -30 | 3 | -0.5 | 30 | -1.7 | -0.9 | -6.9 | . | -1 | 13

The list itself, previewed entries included:
SMILES | SR-BI DiI-HDL act | MITF TRPM1 HTS | phage Ecoli inh | SR-BI DiI inh | AddAB inh | E coli growth | CAL PDZ FP-1 | CAL PDZ FP-2 | Wnt act | Tat transport
O=C(NCCCO)c1c(O)c2cccc3c2n(c1=O)CCC3 | -3 | -16 | 0.2 | 3 | 0.5 | -0.1 | -2.1 | -2 | 3 | -8
CCN(C(=O)COC(=O)c1ccc[nH]c1=O)c1cccc2ccccc12 | 1 | 5 | 1.8 | -1 | -2.9 | -0.5 | -1.2 | 3 | -2 | 6
COc1ccc(-n2ncc(C(C)NS(=O)(=O)c3ccc(C(C)=O)cc3)c2C)cc1 (centres undefined) | -3 | 1 | -0.1 | 3 | -2.1 | -0.8 | -1.3 | -1 | 0 | -1
Nc1nonc1C(=O)NCCNC(=O)c1ccc(Cl)c(Cl)c1 | -4 | -8 | 0.3 | 4 | 1.5 | -1.4 | -1.7 | -2 | 6 | 0
COc1ccc(CCNc2nc(-c3ccco3)cc(C(F)(F)F)n2)cc1OC | -30 | 3 | -0.5 | 30 | -1.7 | -0.9 | -6.9 | . | -1 | 13
CCOC(=O)N1CCN(C(=O)COC(=O)Cc2ccc(OC)cc2)CC1 | 14 | 4 | -0.3 | -14 | 3.5 | 0.6 | -0.2 | 0 | -4 | -1
O=C(CN1CCN(Cc2cccc(C(F)(F)F)c2)CC1)NCC(=O)Nc1ccc(F)c(F)c1F | 4 | -9 | 0.5 | -4 | . | . | -1.5 | -5 | -6 | -7
Cn1cccc1Cc1nnc(SCC(=O)NCc2ccccc2Cl)n1-c1ccc(F)cc1 | 1 | -7 | 2.1 | -1 | 4.8 | -0.2 | -0.1 | . | -3 | -3
COCCn1nnnc1C(CC(C)C)N1CCN(C(=O)c2ccco2)CC1 (centres undefined) | 0 | . | 3.0 | 0 | . | . | -0.1 | -3 | -2 | 2
COc1ccc(Cl)cc1NC(=O)Cn1cccc1 | -10 | -12 | 2.2 | 10 | 0.6 | 0.0 | 0.3 | 3 | -3 | 4
Cc1noc(C)c1CSCC(=O)Nc1cc(S(=O)(=O)N2CCOCC2)ccc1OC(C)C | 7 | 1 | 3.0 | -7 | 5.2 | 0.9 | -0.8 | 4 | -2 | 4
Cc1ccc(Nc2cc(=O)[nH]c(=O)[nH]2)c(C)c1 | 27 | 5 | 2.6 | -27 | 1.9 | 1.3 | -0.3 | 1 | . | 2
c1ccc(-n2nnnc2NCCCN2CCOCC2)cc1 | 49 | -1 | 2.7 | -49 | 4.6 | -0.3 | 0.3 | -3 | . | 3
Cc1ccc(C(=O)N2CCCC(CCC(=O)N3CCN(c4ccccn4)CC3)C2)cc1 (centres undefined) | 7 | -4 | 2.9 | -7 | 0.8 | -1.3 | -0.6 | 1 | 0 | 17
COC(=O)C(Cc1ccccc1)NC(=O)CNC(=O)c1ccccc1OC (centres undefined) | -1 | 4 | -1.5 | 1 | 1.7 | 1.4 | -0.9 | -3 | -3 | 5
CC(=O)c1c(C)[nH]c(C(=O)COC(=O)c2cc(S(=O)(=O)N(C)c3ccccc3)ccc2Cl)c1C | 3 | -16 | 0.9 | -3 | 2.4 | -0.3 | -1.5 | -3 | -2 | 10
CC(=O)Nc1ccc(Cc2nc3ccccc3[nH]2)cc1 | 20 | -9 | 2.5 | -20 | 0.6 | -0.1 | -2.4 | -8 | -1 | -3
C/C=C(\C)CN1CCC(Oc2cccc(C(=O)NCc3ccccn3)c2)CC1 | 4 | 8 | 0.7 | -4 | 2.5 | 2.5 | -1.4 | -1 | -1 | -1
Cc1ccc(N(CC(=O)NCCSCc2ccco2)S(=O)(=O)c2ccc(F)cc2)cc1 | 6 | -3 | 0.6 | -6 | 4.6 | -0.1 | -0.4 | -2 | 1 | -2
O=C(NC1CCC(O)CC1)c1ccc2c(c1)S(=O)(=O)N=C1CCCCCN12 (centres undefined) | 6 | 17 | 0.9 | -6 | 0.2 | 1.3 | -1.5 | -1 | -1 | 7
COC(=O)c1noc(-c2ccc(C)cc2)n1 | 14 | -4 | 1.6 | -14 | -0.7 | 0.4 | -0.6 | 0 | 17 | -4
CCC(C)NC(=O)CSc1ccc(S(=O)(=O)N2CCN(Cc3ccccc3)CC2)cn1 (centres undefined) | . | -1 | 1.3 | . | 1.1 | 2.5 | 0.3 | 1 | 0 | 6
O=C(Nc1cc([N+](=O)[O-])ccc1F)C1CC1 | 7 | -15 | 2.9 | -7 | 0.2 | -1.0 | 0.7 | -4 | -8 | 9
COc1ccc(NC(=O)CSc2nnc(NC(=O)c3ccco3)s2)cc1 | 1 | 21 | 4.4 | -1 | 3.2 | 3.6 | -2.5 | 0 | 0 | -6
COc1ccc(S(=O)(=O)Nc2ccc3c(c2)N(C(C)=O)CCC3)cc1OC | -30 | -2 | 4.3 | 30 | 1.5 | 0.2 | -1.6 | 0 | -2 | 3
O=C(CCn1cccn1)N1CCCC(N2CCN(c3cccc(C(F)(F)F)c3)CC2)C1 (centres undefined) | -8 | -13 | -0.2 | 8 | 0.0 | -0.5 | 1.1 | 2 | 32* | -1
CCOC(=O)C1=C(C)NC(=O)NC1C(C)C (centres undefined) | 4 | 20 | 1.4 | -4 | 1.3 | -3.3 | -0.1 | -6 | 0 | -9
Fc1ccc(Nc2ncnc3sc4c(c23)CCC4)cc1 | -50 | 2 | -1.3 | 50 | 0.9 | -1.0 | -0.7 | -5 | . | -4
Cc1ccc(C(C)NC(=O)Cc2cccs2)cc1C (centres undefined) | 7 | 10 | 2.0 | -7 | -1.7 | -0.6 | -2.3 | -2 | -2 | 4
C=CCn1c(SCC)nc(O)cc1=O | 21 | -1 | -0.8 | -21 | 1.0 | -0.9 | -0.1 | -6 | . | 5
O=C(O)c1cccc(S(=O)(=O)N2CCN(C(c3ccccc3)c3ccccc3)CC2)c1 | 18 | -2 | 4.9 | -18 | 2.5 | -1.0 | -2.8 | -4 | 5 | -4
Cc1ccc(S(=O)(=O)N=S(CC2CC2(Cl)Cl)CC2CC2(Cl)Cl)cc1 (centres undefined) | -11 | -2 | 3.0 | 11 | 0.7 | -2.2 | . | -3 | . | 7
CC1CN(/C=C/C(=O)C(F)(F)F)CC(C)O1 (centres undefined) | -3 | -6 | 4.7 | 3 | 2.7 | 0.7 | -0.7 | 0 | 7 | -3
Cc1ccc(S(=O)(=O)N2CCOCC2)cc1C(=O)N1CCc2ccccc21 | -14 | -7 | 2.5 | 14 | -1.7 | -1.1 | -0.5 | -7 | -1 | 4
Cc1ccccc1OCC(O)Cn1c(Br)nc2c1c(=O)n(C)c(=O)n2C (centres undefined) | 9 | -8 | 3.8 | -9 | 1.6 | 0.8 | -0.6 | 4 | 0 | 7
CCN(c1ccc(NC(=O)COC(=O)c2ccc(C)c(S(=O)(=O)N3CCOCC3)c2)cc1)C(C)C | -28 | . | 1.2 | 28 | -0.5 | -0.5 | 0.0 | 1 | . | 7
Cn1cccc1C(=O)NCC(c1ccc(F)cc1)N1CCOCC1 (centres undefined) | 14 | 15 | -0.7 | -14 | -3.9 | -0.2 | -0.4 | . | 3 | -3
CCCc1nnc(SCC(=O)NC2CCCC2)n1CCOC | 2 | -2 | 0.7 | -2 | 2.5 | -0.2 | -0.9 | -5 | -3 | -3
COc1cccc(NC(=O)CCNC(=O)c2ccccc2Cl)c1 | -16 | 4 | . | 16 | -1.4 | -1.6 | -1.8 | 1 | . | 3
COc1ccc(NC(=O)CSc2nnc(COc3ccccc3)n2Cc2ccco2)cc1OC | -46 | . | -3.2 | 46 | -1.7 | -0.2 | -2.8 | -2 | -3 | 2
CC(C)=CCC/C(C)=C/CNC(=O)C[C@H]1C[C@H](C(=O)N2CCCCC2)[C@@]2(CCc3ccccc3)c3[nH]c4ccc(Cl)cc4c3CCN2C1=O | -2 | 8 | 2.6 | 2 | 0.7 | 2.3 | 0.7 | 2 | -3 | -8
Cc1ccc(-c2nn(CC(=O)NCc3ccco3)c(=O)c3ccccc23)cc1 | -8 | -5 | 3.3 | 8 | 2.3 | 1.8 | -1.0 | -3 | . | 1
Cc1cc(C)c2ccc(/C=N/O)nc2c1O | . | 5 | -5.1 | . | -3.3 | -2.8 | -1.1 | -3 | 4 | 3
O=c1c2ccccc2nc2n1C(CSCc1ccc(Cl)cc1)CS2 (centres undefined) | 20 | 0 | 0.2 | -20 | 3.6 | 0.1 | -1.3 | -2 | . | 3
O=C(CN1C(=O)C2CC=CCC2C1=O)Nc1ccccc1N1CCCC1 (centres undefined) | -4 | 3 | 3.8 | 4 | 3.3 | -0.4 | -1.6 | -3 | 0 | -5
Cn1cc(C(=O)c2ccccc2C(=O)O)cc1C(=O)C(Cl)(Cl)Cl | 13 | 10 | 3.2 | -13 | -1.7 | -5.8 | 0.0 | 4 | 0 | -13
Cc1ccc(NC(=O)C[n+]2cc(-c3ccccc3)n3c2CCC3)cc1 | . | . | 3.0 | . | 1.3 | 1.0 | . | . | 2 | .
O=C(Nc1ccc(F)cc1)c1cccc(N2C(=O)C3C4CCC(C4)C3C2=O)c1 (centres undefined) | 19 | 1 | 2.8 | -19 | 5.3 | 3.5 | -2.6 | -4 | 9 | 1
O=C(NCc1ccc(Cl)cc1)C1CCN(S(=O)(=O)c2cccc3nonc23)CC1 | -30 | -27 | -0.5 | 30 | 4.0 | 0.3 | -0.5 | -6 | -5 | -1
Cc1cc(C)n(CCCNCC(O)c2ccccc2)n1 (centres undefined) | 21&39 | 6&-24 | 1.4&1.7 | -21&-39 | -0.9 | -2.4 | 0.3&0.6 | -2&18 | 2&0 | -6&-5
O=C(O)Cn1cc(C(=O)C2CC2)c2ccccc21 | 18 | 1 | 4.2 | -18 | -1.4 | -0.5 | . | 9 | . | 2
CCN1CCN(CC(=O)N2CCCC(C(=O)c3ccc(Oc4ccccc4)cc3)C2)CC1 (centres undefined) | 12 | 25 | 2.3 | -12 | -1.9 | 0.5 | 0.2 | -4 | -2 | -8
COc1ccc(NC(=O)c2ccccc2OCc2ccc(F)cc2)c(OC)c1 | -94 | 8 | -1.8 | 94* | 3.0 | 2.3 | -1.6 | -2 | 3 | 1
